High-throughput results from PubChem BioAssay.
Hsp70 displacement = Hsp70 inhibitors, probe displacement, primary screen, biochemical, fluorescence polarization (AID 583); hit rate 0.06% among 140,000; Hsp70 fluorescence polarization probe displacement, mP; higher % means a stronger effect; displacement, % at 20 µM, or IC50 in µM where a hit was titrated; Heat shock 70 kDa protein 1A (Homo sapiens); in the data active = displacement above about 50%;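 note: plate controls were vehicle for no effect and reference ligand for full effect; a part of the inactive calls stands beside numbers as strong as those of hits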
MKP-3 inhibition = MKP-3 phosphatase inhibitors, primary screen, biochemical, rat enzyme, in vitro (AID 425) | Dual specificity protein phosphatase 6 (Rattus norvegicus) | recombinant MKP-3 phosphatase activity, fluorescence; higher % means a stronger effect | inhibition, % at 20 µM; hits with a dose series show IC50 in µM | hit rate 0.17% among 110,000; in the data active = inhibition above about 50%;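 note: plate controls were vehicle for no effect and reference inhibitor for full effect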
* marks the source's active call; other numbers are inactive results; · = no result given; & = joins results of further samples. Not all compounds are listed; count on the stated rates, not on these rows.

SMILES	Hsp70 displacement	MKP-3 inhibition
CCN1CCN(C(=O)c2ccc(NS(=O)(=O)c3ccccc3)cc2)CC1	2.9%	-4%
COc1ccccc1-c1coc2cc(OC(=O)c3ccco3)ccc2c1=O	-2.3%	5%
COc1cccc(C2CC(=O)Nc3cc4c(cc32)OCCO4)c1OC(C)C (configuration not stated)	6.7%	2%
O=C(CCNS(=O)(=O)c1cccs1)Nc1nccs1	7.1%	-6%
COc1ccc(N2Cc3cccc(C(=O)NC(C)CCc4ccco4)c3C2=O)cc1 (configuration not stated)	-1.6%	0%
C=CCn1cc(F)c(=O)n(CC=C)c1=O	-3.1%	3%
O=C(CCN1C(=O)c2ccccc2C1=O)Nc1sc2c(c1C(=O)NCc1ccco1)CCCC2	4.8%	-13%
COc1ccccc1N1CCN(C(=O)c2oc3cc(C)c(C)cc3c2C)CC1	5.4%	7%
Cc1c(C(=O)c2no[n+]([O-])c2C(=O)c2cnn(C)c2C)cnn1C	-1.5%	-9%
COc1ccc(NC(=O)Nc2ccccc2)c(OC)c1	-0.4%	0%
CCS(=O)(=O)Nc1ccc(C2=NN(S(=O)(=O)c3ccc(F)cc3)C(c3ccco3)C2)cc1 (configuration not stated)	-30%	·
Cc1ccc2c(c1)N(CC(=O)NCC1CCCO1)C(=O)C(C)O2 (configuration not stated)	0.6%	·
CCSc1nnc(NC(=O)CSc2nc(C)cc(C)n2)s1	2.4%	·
CCOC(=O)c1cc2oc(C)cc2n1CC(=O)OC1CCCCC1	0.1%	1%
O=C(CSc1nc2ccc([N+](=O)[O-])cc2[nH]1)c1ccc2ccccc2c1	4.0%	3%
O=C(CSc1nnc(CCc2ccccc2)n1-c1ccc(Cl)cc1)NCc1ccccc1	-1.7%	·
O=C(NC(Cc1ccc2c(c1)OCO2)C(=O)N1CCCC1C(=O)O)c1ccccc1 (configuration not stated)	2.4%	0%
CC(C(=O)O)N1C(=O)c2cccc3cccc1c23 (configuration not stated)	2.7%	-2%
O=C(Nc1cc(C(F)(F)F)ccc1Cl)c1ccccc1[N+](=O)[O-]	-5.9%	-2%
NC(=O)CNC(=O)C1CCCc2c1[nH]c1ccc(Cl)cc21 (configuration not stated)	-1.2%	-4%
CCCCn1c(C(C)O)nc2ccccc21 (configuration not stated)	2.2%	-15%
CCCN(CCC)CCNC(=O)Cn1cnc2sc(C)c(S(=O)(=O)N3CCOCC3)c2c1=O	-2.5%	0%
Cn1c(SCC(=O)N/N=C/c2ccc(O)cc2O)nc2ccccc21	-6.0%	2%
O=C(Nc1ccccc1)c1ccc(CN2CCN(c3ccccc3)CC2)cc1	-8.8%	4%
CCOC(=O)C1=C(C)N=c2s/c(=C\c3ccc(C)cc3)c(=O)n2C1c1ccc(OC)cc1 (configuration not stated)	-4.6%	1%
Cc1ccc(/C=C/C(=O)Nc2ccccc2Cl)o1	-0.1%	4%
O=c1c2ccccc2nnn1Cc1nnc(-c2ccccc2Br)o1	-1.1%	-22%
COC(=O)c1ccc(CN(C(C)=O)c2ccccc2)o1	-4.8%	5%
CCOC(=O)c1sc(NC(=O)COc2ccc(Cl)cc2Cl)c(C(=O)OCC)c1C	1.5%	0%
Cc1c(NC(=O)CN(c2ccc(Oc3ccccc3)cc2)S(C)(=O)=O)c(=O)n(-c2ccccc2)n1C	2.6%	-5%

Pulled one by one from the entries so far (four):
SMILES	Hsp70 displacement	MKP-3 inhibition
COc1ccc(NC(=O)Nc2ccccc2)c(OC)c1	-0.4%	0%
O=C(Nc1ccccc1)c1ccc(CN2CCN(c3ccccc3)CC2)cc1	-8.8%	4%
COc1ccc(N2Cc3cccc(C(=O)NC(C)CCc4ccco4)c3C2=O)cc1 (configuration not stated)	-1.6%	0%
CCN1CCN(C(=O)c2ccc(NS(=O)(=O)c3ccccc3)cc2)CC1	2.9%	-4%

(next part)
SMILES	Hsp70 displacement	MKP-3 inhibition
Cc1cc(C)nc(SCCS(=O)(=O)Cc2ccc(Cl)cc2)n1	3.0%	·
Cc1ccc(CNC(=O)C2CCCN(S(=O)(=O)c3c(C)noc3C)C2)cc1 (configuration not stated)	7.9%	·
CCCCCCC(=O)Nc1ccc(Cl)cn1	0.3%	-5%
CCCS(=O)(=O)c1c(S(=O)(=O)CCC)c2ccccn2c1C(=O)c1ccc(C)cc1	5.7%	-3%
COc1ccc([N+](=O)[O-])cc1-c1ccc(/C=N\Nc2ccc([N+](=O)[O-])cn2)o1	-6.7%	4%
CCCCc1ccc(NC(=O)N[C@H](C(=O)O)C(C)CC)cc1 (some centres not stated)	0.4%	-3%
Cc1cc(C(=O)NCC(c2ccco2)N(C)C)no1 (configuration not stated)	-2.7%	-3%
O=C(CSc1nnc(-c2ccccc2)n1Cc1ccccc1)N1CCOCC1	-2.0%	-12%
CCOC(=O)c1sc(NC(=O)c2cc(Cl)ccc2[N+](=O)[O-])c(C(=O)OCC)c1C	-2.2%	4%
O=C(Nc1ccccc1C(=O)NCc1cccnc1)c1ccco1	-4.6%	0%
CC(=O)c1c(N2CCCC2)[nH]c(-c2ccccc2)nc1=S	0.8%	·
Cc1cc2oc(=O)cc(CSc3nc(N)cc(N)n3)c2cc1C(C)C	4.0%	·
Cc1[nH]n(-c2ccc([N+](=O)[O-])cc2)c(=O)c1C=NCc1ccc(Cl)cc1	1.3%	2%
Cn1c(SCC(=O)NCC2CCCO2)nc2c([nH]c3ccccc32)c1=O (configuration not stated)	6.5%	·
COc1cc2c(cc1OC)C1Cc3ccc(OC)c(OC)c3CN1CC2 (configuration not stated)	-1.9%	2%
CCOC(=O)NC(Nc1cc(C)ccn1)(C(F)(F)F)C(F)(F)F	0.1%	-5%
CN1CCC(OC(=O)COc2ccccc2)CC1	-6.0%	·
Cc1cc2nc(SCc3ccccc3Cl)[nH]c2cc1C	-4.6%	3%
COc1ccc(C(=S)N2CCCC2)cc1	-5.3%	·
CN(c1ccccc1C(=O)N1CCCC1)S(C)(=O)=O	25%	-6%
CCOC(=O)C1=C(C)NC(=O)NC1c1ccoc1 (configuration not stated)	1.9%	-16%
CCOc1ccc(S(=O)(=O)n2c(C)nc3ccccc32)cc1	·	6%
COc1ccc(NC(=O)C2=C(C)NC(=S)NC2c2ccc(Br)cc2)cc1 (configuration not stated)	-4.6%	3%
O=C1CCC(=O)N1c1ccc(-c2nc3ccc(N4C(=O)CCC4=O)cc3[nH]2)cc1	2.8%	0%
COc1ccc(C(=O)CCC(=O)N2CCN(c3ccc(N4CCOCC4)nn3)CC2)cc1	-2.7%	2%
CC(C)(Oc1ccc(CCNC(=O)c2ccc(-c3ccc(Cl)cc3)o2)cc1)C(=O)O	0.9%	1%
CCCCOc1ccccc1C1C(C(=O)OC)=CN(CC)C=C1C(=O)OC	4.3%	-18%
CCSc1nnc(Cc2cc(=O)[nH]c(=O)[nH]2)n1-c1ccc(Cl)cc1	·	6%
Cc1sc2ncnc(NCCCn3ccnc3)c2c1C	-0.1%	0%
COCCCNC(=O)c1ccc(Cn2c(=O)c3ccccc3n(Cc3cc(C)ccc3C)c2=O)cc1	-1.9%	·

(next part)
Results follow in this order: Hsp70 displacement	MKP-3 inhibition
COc1ccc(S(=O)(=O)N2CCN(Cc3ccccc3C(F)(F)F)CC2)cc1
 : 0.4%	4%
Cc1ccc(-c2nc3ncccc3o2)cc1NC(=O)c1cccc([N+](=O)[O-])c1
 : 0.9%	-3%
Cc1ccc(-c2noc(COc3ccc(C(C)(C)C)cc3)n2)cc1
 : 0.9%	0%
C=CC(=O)NC(C)(C)Cc1ccccc1
 : 1.8%	·
CC1CCCN(c2nc3c(c(=O)n(C)c(=O)n3C)n2Cc2ccccc2)C1 (configuration not stated)
 : 1.4%	3%
CCOC(=O)C1CCCN(c2c(NCCCN(C)Cc3ccccc3)c(=O)c2=O)C1 (configuration not stated)
 : 4.6%	4%
O=C(COc1ncnc2c(Cl)cc(Cl)cc12)N1CCCCC1
 : -4.1%	-3%
O=C(CCn1nc(-c2ccccc2)c2ccccc2c1=O)NCC1CCCO1 (configuration not stated)
 : 1.7%	-5%
CCCc1c(C)[nH]c2ccc(NC(C)=O)cc2c1=O
 : 0.0%&-2.1%	0%
COCCN1C(=O)C(O)=C(C(C)=O)C1c1ccc(F)cc1 (configuration not stated)
 : 5.6%	-4%
Cc1nn(C)c(N)c1C(O)(c1nccn1C)C(F)(F)F (configuration not stated)
 : 6.4%	-5%
CCCC(C(=O)NC1CCCC1)N(CC1CCCO1)C(=O)c1snc(C(N)=O)c1N (configuration not stated)
 : 1.4%	-8%
O=C(Nc1sccc1C(=O)N1CCOCC1)c1cccnc1
 : 14%	-5%
O=C(Nc1ccc(I)cc1Cl)c1ccc2ccccc2c1
 : -1.9%	0%
O=C(CN(Cc1ccco1)C(=O)CNS(=O)(=O)c1ccc(F)cc1)NCCc1ccccc1
 : -1.0%	·
O=C(Nc1ccc(F)cc1)C1CC1(c1ccccc1)c1ccccc1 (configuration not stated)
 : 8.1%	1%
COc1ccc(C2CC(C(F)(F)F)n3ncc(C(=O)Nc4ccccc4SC)c3N2)cc1 (configuration not stated)
 : 7.6%	2%
N#Cc1cc2c(nc1SCc1ccccc1)CCCCC2
 : -0.9%	·
CC(=O)c1ccc(NCC(=O)N2CCN(c3ccccc3)CC2)cc1
 : 1.6%	·
C=CCNC(=O)C1(c2ccccc2)CC1(Cl)Cl (configuration not stated)
 : -0.9%	4%
Cc1c(NC(=O)c2ccc(=O)oc2)c(=O)n(-c2ccccc2)n1C
 : 3.1%	-7%
COc1ccccc1C(=O)NCC(=O)O
 : 0.3%	2%
Cc1ccc(C(=O)NCCCN2CCOCC2)cc1
 : -0.2%	·
CC1(CC(=O)N/N=C/c2cc(Br)c(O)cc2O)OCCO1
 : 0.4%	0%
CCN(CC)C(=O)c1cnn(-c2ccccc2)c1NC(=O)c1cccs1
 : 3.8%	·
COC(=O)c1cc(S(=O)(=O)n2nc(C)c(Br)c2C)c(Cl)cc1Cl
 : 0.2%	·
COc1ccc(NC(=O)C(=O)NCCN2CCN(C(=O)c3ccccc3Cl)CC2)cc1
 : ·	1%
C=CCN(Cc1cc(OC)ccc1OC)S(=O)(=O)N(C)C
 : -5.4%	4%
COc1ccc(-n2c(=O)[nH]cc(C(=O)Nc3ccc(NC(C)=O)cc3)c2=O)cc1
 : 4.6%	-7%
COc1ccc(Br)cc1CN1CCN(S(C)(=O)=O)CC1
 : 6.2%	-1%
O=C(O)CCNC(=O)c1ccc(Br)o1
 : 2.2%	6%
O=C(COc1ccc(Br)cc1)NC12CC3CC(CC(C3)C1)C2
 : -6.8%	2%
Cn1c(O)c(N=NC(=O)COc2ccc3ccccc3c2)c2cc(Br)ccc21
 : -0.5%	3%
COc1ccc2[nH]c(=O)c(CN(C)C(=O)c3ccncc3)cc2c1
 : -4.2%	1%
O=S(Cc1cc(Sc2ccccc2)nc(-c2ccccc2)n1)c1ccccc1 (configuration not stated)
 : 3.9%	·
CN1CCN(C(=O)c2c(O)c3cccc4c3n(c2=O)CC4)CC1
 : 5.9%	-7%
COc1ccccc1CN1C(=O)CCC1(C)C(=O)NCc1cccnc1 (configuration not stated)
 : -3.8%	1%
O=C(COc1ccc(-n2cnnn2)cc1)NCCc1ccc(F)cc1
 : 2.9%	-10%
Cc1cccc2c1N(C(=O)c1ccco1)C(C)(C)c1ssc(=S)c1-2
 : -0.2%	2%
O=C(CCn1nc(-c2ccccc2)ccc1=O)NCCCN1CCCCCC1
 : 3.8%	-14%
O=C(OCC1CCCN2CCCCC12)c1ccc2c(c1)OCO2 (configuration not stated)
 : 4.2%	-8%
Cc1cc[n+](CC(=O)OC23CC4CC(CC(C4)C2)C3)cc1
 : -8.8%	1%
O=S(=O)(c1ccc(Br)s1)N1CCc2ccccc2C1
 : 1.4%	·
O=C(/C=C/c1ccc(F)cc1)n1cnc2ccccc21
 : 1.2%	8%
CCCCOCCCNC(=O)c1cccs1
 : 0.8%	0%
CCCNc1nc(OCC(F)(F)F)nc(OCC(F)(F)F)n1
 : -0.6%	4%
CCOC(=O)CN(C(=O)CNC(=O)c1cccs1)C(C(=O)NC1CCCCC1)c1cccnc1 (configuration not stated)
 : 5.7%	·
O=C1CC(C(=O)O)C2(CCCC2)O1 (configuration not stated)
 : -4.4%	·

In the list so far, these contain a CF3 group:
Results follow in this order: Hsp70 displacement	MKP-3 inhibition
O=C(Nc1cc(C(F)(F)F)ccc1Cl)c1ccccc1[N+](=O)[O-]
 : -5.9%	-2%
CCOC(=O)NC(Nc1cc(C)ccn1)(C(F)(F)F)C(F)(F)F
 : 0.1%	-5%
COc1ccc(S(=O)(=O)N2CCN(Cc3ccccc3C(F)(F)F)CC2)cc1
 : 0.4%	4%
Cc1nn(C)c(N)c1C(O)(c1nccn1C)C(F)(F)F (configuration not stated)
 : 6.4%	-5%
COc1ccc(C2CC(C(F)(F)F)n3ncc(C(=O)Nc4ccccc4SC)c3N2)cc1 (configuration not stated)
 : 7.6%	2%
CCCNc1nc(OCC(F)(F)F)nc(OCC(F)(F)F)n1
 : -0.6%	4%
